# ALOX12 inhib: inhibitors of human 12-lipoxygenase (ALOX12); P18054; purified 12-hLO, xylenol orange hydroperoxide absorbance; Potency, µM (doses to about 57.1 µM), for inactives: at the highest dose activity change, negative = inhibition, most hits filed as inhibitors; hit rate 0.12% among 150,000; AID 1452; further: potency means the concentration at half of the fitted maximal effect; nearly all actives have a fitted effect of over 55% in size; many of its hits are not listed in these tables
#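 Xylenol orange chromogenic assay: hydroperoxide from 12hLO oxidises Fe(II), giving red-shifted Fe(III)-XO absorbance. Conditions: 150 nM enzyme, 40 uM arachidonic acid, 25 mM Hepes pH 7.0, 0.01% Triton X-100, 30 min, room temperature.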
# PNC inhibitor: perinucleolar compartment assembly inhibition; PC3M PTB-GFP, PNC prevalence imaging, 16 h; active compounds read low; activity change (PNC), negative = inhibition, % at 10 µM; hit rate 3.1% among 140,000;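 active means readout at or below -70, meaning at least 70% loss of cells showing the perinucleolar compartment, a nuclear body marking cancer cells; inconclusive means readout between -30 and a set limit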;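 further: plate controls were DMSO wells for no effect and camptothecin positive control wells for full effect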
#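 Compounds are pinned in duplicate onto adhered PC3M cells stably expressing GFP-tagged PTB and incubated 16 h at 37 C. Cells are then fixed, nuclei stained with Hoechst, and PNC-positive cells counted.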
# 15-hLO-2 inh: blocks human 15-lipoxygenase 2 activity; O15296; purified 15hLO-2, xylenol orange hydroperoxide absorbance; Potency, µM (highest dose often 57.1 µM), for the others: at the top dose activity change, negative = inhibition, usual class: inhibitors; hit rate 0.56% among 110,000; further: potency means the concentration at half of the fitted maximal effect; nearly all actives have a fitted effect of over 60% in size; many of its hits are not listed in these tables
# Target sequence (O15296 whole entry, looked up): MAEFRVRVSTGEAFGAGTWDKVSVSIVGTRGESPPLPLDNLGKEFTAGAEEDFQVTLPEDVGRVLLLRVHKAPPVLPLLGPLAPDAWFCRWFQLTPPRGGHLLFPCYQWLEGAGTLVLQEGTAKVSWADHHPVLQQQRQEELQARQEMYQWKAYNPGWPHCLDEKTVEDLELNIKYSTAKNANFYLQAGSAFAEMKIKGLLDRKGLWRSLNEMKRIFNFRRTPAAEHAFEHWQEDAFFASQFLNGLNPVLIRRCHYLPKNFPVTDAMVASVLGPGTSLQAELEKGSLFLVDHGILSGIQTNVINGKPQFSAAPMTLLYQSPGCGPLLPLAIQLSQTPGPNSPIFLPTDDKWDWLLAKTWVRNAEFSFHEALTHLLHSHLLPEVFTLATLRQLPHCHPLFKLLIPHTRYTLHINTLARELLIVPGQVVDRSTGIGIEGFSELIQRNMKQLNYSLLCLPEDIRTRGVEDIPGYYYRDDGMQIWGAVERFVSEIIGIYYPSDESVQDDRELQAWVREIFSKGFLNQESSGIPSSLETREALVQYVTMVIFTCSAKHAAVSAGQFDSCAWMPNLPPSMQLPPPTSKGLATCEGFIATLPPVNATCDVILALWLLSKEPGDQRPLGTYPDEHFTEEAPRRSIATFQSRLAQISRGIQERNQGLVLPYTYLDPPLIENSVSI
#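 Read-out: hydroperoxide product oxidises ferrous iron, measured as xylenol orange complex via the 573-to-405 nm absorbance ratio after 30 min. Reaction: 50 nM enzyme, 15 min compound preincubation, 45 uM arachidonic acid, 90 min RT, Hepes pH 7.5 with Triton X-100.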
# IMPase cell inh: cell-permeable inhibitors of inositol monophosphatase (IMPase); P97697; CHO-M1 cells, IP1 accumulation, HTRF TR-FRET ratio; inhibition (IP1 accumulation), % at 46.1 µM; 120,000 tested, under 10 active; active means well fitted curve in the direction sought with a large enough effect in the signal ratio, not every such curve was filed as active; inconclusive means small, poorly fitted or top-dose-only effect, or a change in a side signal; inactive means no such curve, though single readings can be large or run the other way; the % refers to the signal ratio;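 further: cells stimulated with carbachol in lithium chloride buffer; plate controls were DMSO basal wells for no effect and reference inhibitor wells for full effect; higher means more IMPase inhibition seen as more IP1 and lower FRET ratio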
# Target sequence (P97697 whole entry, looked up): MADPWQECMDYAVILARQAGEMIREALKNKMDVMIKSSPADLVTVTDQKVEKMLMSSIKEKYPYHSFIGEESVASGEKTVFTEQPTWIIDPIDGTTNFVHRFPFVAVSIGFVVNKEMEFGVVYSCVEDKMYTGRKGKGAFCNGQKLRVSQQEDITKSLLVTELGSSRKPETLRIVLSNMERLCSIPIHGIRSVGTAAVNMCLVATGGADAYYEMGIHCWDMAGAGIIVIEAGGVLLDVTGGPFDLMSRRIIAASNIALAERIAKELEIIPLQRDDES
#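 The IP-One HTRF competitive assay in carbachol-stimulated CHO-M1 cells quantifies cellular IP1. Compounds spanned up to 46 uM final, and activity is expressed as AC50 from concentration-response fits of the ratio and donor data.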
# The depositor's hits bear a star; ? = inconclusive; . = no result given; [ ] = another dose, or the depositor's remark. Unless noted, the call rests on the fitted dose curve; in most records, active means well fitted curve in the direction sought with a large enough effect; inconclusive means small, poorly fitted or top-dose-only effect, or another doubt; inactive means no such curve, though single readings can be large; an effect the other way counts as inactive or inconclusive. Unless noted, on the % scale 0 is the no-effect control and ±100 the full control effect.
ALOX12 inhib | canonical_smiles | PNC inhibitor | 15-hLO-2 inh | IMPase cell inh
-30% | CCn1c(=O)c(C(=O)NCc2ccccn2)c(O)c2ccccc21 | 16 | 13% | -8
-1% | CC(Sc1nc(-c2ccc(F)cc2)cs1)C(=O)N1c2ccccc2CC1C (configuration not stated) | -29 | . | 6
3% | COc1cccc(-c2cc(C(=O)NCc3ccco3)no2)c1 | ? | 1% | 3
0% | O=C(Nc1ccc(F)cc1)N1CCN2C(=O)c3ccccc3C12c1ccccc1 (configuration not stated) | 0 | 5% | 7
0% | Cc1ccc(OC(=O)c2cccc(C(=O)Oc3ccc(C)cn3)n2)nc1 | 16 | 45%[activator] | 5
-11% | COc1ccc(-n2c(COc3ccccc3)nnc2SCc2ccc(C#N)cc2)cc1 | -29 | 2%[2.29 µM] | 11
-7% | O=S(=O)(c1cccs1)N1CN(CC2CCCO2)c2nc3ccccc3nc21 (configuration not stated) | 16 | -7% | -1
-1% | COc1ccc2[nH]c(=O)c(CN(Cc3cccs3)S(=O)(=O)c3c(C)ccc4nsnc34)cc2c1 | 32 | -5% | 5
-4%[11.4 µM] | O=C(O)c1cc(-c2ccc(-c3ccccc3)cc2)nc2cc3ccccc3cc12 | . | -10%[11.4 µM] | .
-2% | CCOCCn1cnc2sc(C(=O)Nc3nc(C)c(C(=O)OCC)s3)c(C)c2c1=O | -82* | -19% | -2

# Other records
ALOX12 inhib | canonical_smiles | PNC inhibitor | 15-hLO-2 inh | IMPase cell inh
-2% | Cc1nnc(C)n1/N=C/c1ccccn1 | -6 | -1% | ?
-2% | COc1cc2c(cc1OC)CN(C(=O)CSc1nnc3scc(-c4ccccc4)n13)CC2 | ? | . | .
-7% | CC(C)COc1ccc(-c2nn(-c3ccccc3)cc2C(=O)Nc2nccs2)cc1 | -7 | 40%[activator] | 4
-5% | COc1cc(C(=O)N2CCC(n3c(C)nc4cc(F)ccc43)CC2)cc(OC)c1OC | 12 | . | -5
2% | O=C(Nc1cccc(C(F)(F)F)c1)c1cccnc1N1CCCC1 | 30 | 3% | 0
5% | CCOc1ccc(N/C=C/C(=O)c2ccc(OC)cc2)c([N+](=O)[O-])c1 | -8 | -7% | -2
-4% | CCN(CC)S(=O)(=O)c1cccc(NC(=O)CCSc2ccc(Cl)cc2)c1 | -11 | . | .
-16% | COc1ccc(-c2c(-c3ccc(O)cc3O)n[nH]c2C)cc1OC | ? | 7% | -13
-3% | Cc1ccccc1-n1nnnc1-c1ccccc1 | 17 | 3% | 2
-2% | CCc1nc(SCC(=O)Nc2cc(C)on2)c2c(C)c(C)sc2n1 | 32 | -1% | -12

# Later entries:
ALOX12 inhib | canonical_smiles | PNC inhibitor | 15-hLO-2 inh | IMPase cell inh
-1% | C=CCSc1nnc(CCCCCN2C(=O)c3cccc4cccc(c34)C2=O)o1 | 4 | . | .
-10% | Cc1ccc2c(c1)N(CC(=O)c1cccc(Cl)c1)C(=O)C(C)O2 (configuration not stated) | 3 | 1% | 14
-2% | CCC1(C)Cc2ccccc2-c2nc(NCCO)[nH]c(=O)c21 (configuration not stated) | -4 | 2% | 1
1% | Cc1ccc(Nc2cc(C)nc(N3CCOCC3)n2)c(C)c1 | ? | . | .
6% | Cn1c(=O)n(CC(=O)N2CCOCC2)c2ccccc21 | 40 | . | -12
-9% | CCc1c(C)sc(NC(=O)c2cc(-c3ccco3)on2)c1C#N | -26 | -4% | 4
3% | CCCNc1[nH]c(=O)n(C)c(=O)c1N=O | 29 | -6% | 5
5% | CCOc1ccc(CCNC(=O)C2CCCN(c3nn4c(=O)cc(C)nc4s3)C2)cc1OCC (configuration not stated) | ? | 2% | -4
-6% | CCC1CCCCN1c1nc(-c2cccc(OC)c2O)nc2ccccc12 (configuration not stated) | 38 | 9% | 8
10% | Cc1ccc(-c2nnn(CC(=O)N(c3cccc(F)c3)C(C(=O)NC3CCCC3)c3ccco3)n2)o1 (configuration not stated) | -15 | -15% | -1

# Next section.
ALOX12 inhib | canonical_smiles | PNC inhibitor | 15-hLO-2 inh | IMPase cell inh
0% | CN1CCC(=NNC(=O)c2ccc(N(Cc3ccccc3Cl)S(C)(=O)=O)cc2)CC1 | -12 | . | .
-7% | Nc1nc(SCC(=O)NC2CCCCC2)[nH]c(=O)c1-c1ccccc1 | -25 | 11% | -8
7% | N/C(=N\c1nc2c(c(=O)[nH]1)CCC2)Nc1ccccc1C(F)(F)F | -18 | 4% | -15
-12% | COc1ccc(Nc2oc(-c3cccs3)nc2C#N)cc1 | 19 | ? | 3
0% | O=C(OCc1ccccc1)c1ccccc1 | . | 6% | .
-3% | O=C(/C=C/c1ccccc1)N/C(=C/c1ccccc1)C(=O)NCCCO | -2 | . | .
1% | C/C(=N\NC(=O)Cc1ccccc1)c1cccs1 | 3 | 2% | 1
2% | C1CCN(CCCNC2C3CC4CC(C3)CC2C4)C1 (configuration not stated) | -27 | . | -1
2% | O=C(N/N=C/c1ccccc1)c1cc(=O)[nH]c2ccccc12 | 0 | . | .
-5% | Cc1cc(OCC(=O)Nc2ccc(S(=O)(=O)N3CCN(C)CC3)cc2)cc(C)c1Cl | -22 | 24% | 5

# Carrying on:
ALOX12 inhib | canonical_smiles | PNC inhibitor | 15-hLO-2 inh | IMPase cell inh
-26% | COc1ccc2cc(C(c3nnnn3Cc3ccc(F)cc3)N3CCCCCC3)c(=O)[nH]c2c1 (configuration not stated) | ? | 0% | -13
-1% | COc1ccc(C)cc1C(=O)C1CC(C(=O)O)C(C)(C)C1C (configuration not stated) | ? | -6% | 13
-8% | COc1ccccc1N1CCN(CCc2n[nH]c(=S)n2-c2ccccc2)CC1 | 38 | -6% | 11
8% | CC(C)COC(=O)Nc1ccc(C(=O)O)cc1 | 0 | -3% | 4
-12% | COc1ccc(S(=O)(=O)N2CCC(n3cnc4cc(C(F)(F)F)ccc43)CC2)cc1 | -21 | 36%[activator] | -7
-5% | Cc1cc(-n2c(C)cc(C(=O)CN3C(=O)NC4(CCCCC4C)C3=O)c2C)no1 (configuration not stated) | 6 | -8% | -8
3% | O=C1CCCC2=C1C1(CCCC1)N=C(Nc1nc3ccccc3o1)N2 | -6 | 0% | 11
4% | COc1cccc(-c2nc(CS(=O)CC(=O)NCCCOC(C)C)c(C)o2)c1 (configuration not stated) | ? | -2% | 6
-2% | CCCS(=O)(=O)N1CCCC(C(=O)NCCc2ccc(OC)c(OC)c2)C1 (configuration not stated) | -92* | 10% | 2
-1% | COC(=O)C(C)Sc1nnc(Cc2cc(=O)[nH]c(=O)[nH]2)n1-c1ccc(Cl)cc1 (configuration not stated) | 21 | -13% | 5

# Carrying on.
ALOX12 inhib | canonical_smiles | PNC inhibitor | 15-hLO-2 inh | IMPase cell inh
-4% | Cc1cc(C)c(S(C)(=O)=O)c(S(=O)c2ccc(Cl)cc2)n1 (configuration not stated) | ? | -11% | -20
-30% | CCOc1ccc(NCCC(=O)c2ccc3c(c2)OCO3)cc1 | 23 | -6% | ?
4% | O=C(Nc1cccc(Cl)c1)C1CCCN(S(=O)(=O)c2cnc[nH]2)C1 (configuration not stated) | 10 | 5% | 6
0% | Cc1sc2ncnc(N/N=C/c3ccccc3O)c2c1C | ? | . | .
1% | Nc1ccc(S(=O)(=O)NC2(C(F)(F)F)NC(=O)N(c3ccccc3Cl)C2=O)cc1 (configuration not stated) | -4 | . | .
-1% | CSc1nnnn1CCn1nnnc1SC | 28 | -11% | ?
-4% | Cc1cccc(C)c1Oc1nc(-c2ccccc2)ncc1S(=O)(=O)c1ccccc1 | ? | 1% | 5
-6% | c1ccc2c(c1)[nH]c1c(N3CCSCC3)ncnc12 | -15 | -7% | 4
-11% | O=C(O)CN(c1ccccc1F)S(=O)(=O)c1ccccc1 | -26 | -3% | -4
-2% | Brc1ccc(-c2nnc3c4ccccc4nc(N4CCOCC4)n23)cc1 | 26 | 19% | 3

# Next section.
ALOX12 inhib | canonical_smiles | PNC inhibitor | 15-hLO-2 inh | IMPase cell inh
5% | NC(N)=[N+]1CCc2ccccc2C1 | . | -4% | -3
-6% | Cc1ccc(N(C(=O)c2ccc3c(c2)OCO3)C2C=CS(=O)(=O)C2)cc1 (configuration not stated) | -29 | -2% | 11
-6% | COc1cccc(NC(=O)C2CCN(S(=O)(=O)c3ccc4c(c3)OCCO4)CC2)c1 | -20 | -6% | 8
-2% | CCOC(=O)Cc1csc(NC(=O)COc2ccc(OC)cc2)n1 | 29 | 3% | 6
-2% | CCc1ccc(NC(=O)C/C(C)=N/NC(=O)OCc2ccc(OC)cc2)cc1 | ? | . | 4
2% | COc1ccc(NC(=O)c2ccco2)cc1N | 5 | -10% | -11
-8% | CCCCCC(=O)NC(=S)Nc1ccc(N2CCCCC2)c(Cl)c1 | 29 | ? | -8
-5% | O=C(NCc1ccccn1)c1ccc(Cl)cc1Cl | ? | 6% | -3
0% | Cc1cccc(C)c1NC(=O)C(=O)NCCCN1CCOCC1 | -11 | . | .
2% | Cc1cc(NC(=O)c2cnn3cccnc23)n(-c2ccccc2)n1 | ? | -3% | 6

# (further entries)
ALOX12 inhib | canonical_smiles | PNC inhibitor | 15-hLO-2 inh | IMPase cell inh
-17% | CN1C(=O)c2c(sc3c2CCCC3)NC1c1ccccc1O (configuration not stated) | ? | ? | -14
6% | Cn1c(SCC(=O)OCc2ccccc2)nnc1-c1ccco1 | ? | -5% | -3
-6% | CCn1c(COc2ccccc2)nnc1SCC(=O)Nc1cc(OC)ccc1OC | ? | -3% | -2
-6% | CC(C)(C)OC(=O)N1CCOCCOCCN(C(=O)OC(C)(C)C)CCOCC1 | 32 | 3% | 12
2% | CC(=O)N1CCN(C(=O)CCc2c[nH]c3ccccc23)CC1 | ? | -2% | -3
-1% | CC(=O)Nc1ccc(S(=O)(=O)Oc2cccc(N3C(=O)C4CCCCC4C3=O)c2)cc1 (configuration not stated) | 89 | 9% | 8
-2% | O=C(O)c1ccccc1C(=O)OCc1ccccc1 | 1 | -6% | -6
5% | COc1ccc(N2C(=O)CC(Cc3ccccc3)C2=O)cc1 (configuration not stated) | ? | 5% | ?
-2%[11.4 µM] | Clc1ccccc1C(Nc1cnccn1)Nc1cnccn1 | . | -7%[11.4 µM] | .
0% | CC1OC23CCCCC2C(C#N)(C(=N)O3)C1(C#N)C#N (configuration not stated) | -15 | . | -1

# Other entries follow.
ALOX12 inhib | canonical_smiles | PNC inhibitor | 15-hLO-2 inh | IMPase cell inh
3% | Cc1cc(C)cc(-c2nnc(SCC(=O)NCc3cccs3)o2)c1 | ? | 4% | 1
-2% | CCCCCCCNC1=CC(=O)CC(c2ccccc2)C1 (configuration not stated) | 25 | . | -1
-4% | COc1cccc(NC(=O)COC(=O)/C=C/c2ccc(Cl)cc2Cl)c1 | 28 | . | .
-6% | CCCCOc1ccc(NC(=O)CN2CCN(C(=O)OCC)CC2)cc1 | 16 | . | 2
-2% | C=C1CSc2nc3ccccc3c(=O)n21 | ? | 18% | ?
-6% | CCOc1ccc(-c2nn(-c3ccccc3)cc2/C=C2\SC(=S)N(Cc3ccco3)C2=O)cc1 | 56 | . | 1
-6% | CC1(C)CC(=O)c2c(O)cc(O)cc2O1 | -18 | 0% | 8
-18% | Cc1cc(C)c2c3c(sc2n1)C(c1ccccc1)C(C#N)=C(N)O3 (configuration not stated) | ? | 5% | 4
-4% | Cc1c(Br)c([N+](=O)[O-])nn1CC(=O)Nc1sc2c(c1C(=O)OC(C)C)CCC(C)C2 (configuration not stated) | 0 | . | 7
5% | Cc1ccccc1NC(=S)Nc1cccc([N+](=O)[O-])c1 | 76 | -5% | -4
-2% | CN1CCN(c2cc(=O)n(-c3ccc(Cl)cc3)c(=O)[nH]2)CC1 | 34 | -1% | -1

# Assay outcomes from PubChem.

# The list is partial; the hit share may differ from the screen's.
